Tn7 DDE FP = inhibitors of Tn7 peptide binding to fibrin DD(E), primary screen, biochemical, fluorescence polarization, human fibrin, Tn7 probe; Fibrinogen beta chain (Homo sapiens), P02675; FP displacement of FITC-Tn7 peptide from fibrin DD(E); 0% = median of compound wells per plate; inhibition, % at 8.3 µM; actives 0.13% (n = 370,000);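 active = inhibition above the mean of compounds falling within the control limits plus 3 SD of them, cut at about 14% in these data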;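 also: 0% = plate median of compound wells and 100% = 10 µM Aha-Tn7 peptide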
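Test system: human clot-derived fibrin DD(E) complex / Quantity: 2 µM final DD(E) protein / Incubation: 10 min plus 3 h, room temperature / Measured by: fluorescence polarization / Benchmarks: high control of 10 µM Aha-Tn7 peptide / Replicates: singlicate testing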
TCR-CD3 inh = inhibitors of human TCR-CD3 interaction, primary screen, biochemical, fluorescence, TAMRA-labeled TCR probe; T-cell receptor (TCR); AID 651800, 2012; inhibition, % at 9.4 µM; actives 0.37% (n = 360,000); in the data active = inhibition above about 19%;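 also: recombinant mutant TCR 2C K166C tagged with TAMRA read by polarization; 0% = receptor in buffer alone and 100% = receptor with positive control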
MBD2 inh = inhibitors of MBD2 binding to methylated DNA, primary screen, biochemical, TR-FRET, DNA-binding domain, human. Methyl-CpG-binding domain protein 2 (Homo sapiens), Q9UBB5. MBD2 binding to methylated oligonucleotide. inhibition, % at 4.4 µM. actives 0.31% (n = 370,000); in the data active = inhibition above about 13%
SIAE inh = human SIAE inhibitors, primary screen, biochemical, fluorescence polarization, FP-Rh probe, 1536-well HTS. inhibition, % at 9.66 µM. SIAE FP-Rh probe binding. actives 0.69% (n = 370,000). AID 1053197, 2014. Sialate O-acetylesterase (Homo sapiens), Q9HAT2;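 active = inhibition above a cutoff: mean of compounds within the control limits plus 3 SD of those, cut at about 17% in these data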;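 also: 0% = plate median of compound wells and 100% = probe without SIAE protein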
Target sequence (Q9HAT2 whole entry, looked up): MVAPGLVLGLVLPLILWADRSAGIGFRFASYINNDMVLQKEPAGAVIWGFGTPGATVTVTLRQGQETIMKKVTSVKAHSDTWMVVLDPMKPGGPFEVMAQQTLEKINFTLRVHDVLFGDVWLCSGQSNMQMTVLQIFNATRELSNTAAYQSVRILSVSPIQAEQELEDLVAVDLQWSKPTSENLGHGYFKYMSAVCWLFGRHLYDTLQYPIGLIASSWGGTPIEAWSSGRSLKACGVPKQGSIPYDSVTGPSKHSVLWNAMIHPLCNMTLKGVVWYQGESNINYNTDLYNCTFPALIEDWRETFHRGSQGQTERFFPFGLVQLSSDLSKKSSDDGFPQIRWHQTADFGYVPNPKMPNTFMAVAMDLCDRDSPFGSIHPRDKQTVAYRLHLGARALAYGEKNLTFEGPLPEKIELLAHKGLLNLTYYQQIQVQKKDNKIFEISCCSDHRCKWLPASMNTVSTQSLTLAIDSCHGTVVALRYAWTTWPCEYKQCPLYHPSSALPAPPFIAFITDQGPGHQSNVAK
TDP2 inh = human TDP2 enzyme inhibitors, primary screen, biochemical, epi absorbance, recombinant enzyme; Tyrosyl-DNA phosphodiesterase 2 (Homo sapiens), O95551; T5PNP hydrolysis, p-nitrophenol absorbance 415 nm; inhibition, % at 12.8 µM; actives 0.34% (n = 370,000); AID 720702, 2013;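 active = inhibition above the mean of all tested compounds plus 3 SD, set per campaign, cut at about 25% in these data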;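 also: 0% = DMSO with enzyme and 100% = buffer with substrate but no TDP2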
Target sequence (O95551 whole entry, looked up): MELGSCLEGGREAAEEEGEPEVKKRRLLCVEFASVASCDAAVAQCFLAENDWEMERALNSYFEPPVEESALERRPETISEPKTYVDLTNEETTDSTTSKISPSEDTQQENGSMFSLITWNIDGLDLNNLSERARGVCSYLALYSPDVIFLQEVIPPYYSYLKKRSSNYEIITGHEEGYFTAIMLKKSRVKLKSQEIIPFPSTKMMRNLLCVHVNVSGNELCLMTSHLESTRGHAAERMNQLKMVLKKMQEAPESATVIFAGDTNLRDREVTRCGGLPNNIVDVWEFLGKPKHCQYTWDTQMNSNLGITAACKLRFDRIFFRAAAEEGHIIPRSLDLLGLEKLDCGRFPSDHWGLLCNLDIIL
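Test system: human TDP2 enzyme; Input: 120 nM TDP2 per well; Buffer or medium: Mg2+-containing Tris-HCl buffer, pH 7.5; Reagent: 5 mM T5PNP; Dosing: 12.8 µM single point, 1% DMSO; Incubation: reaction 2 h, 37 °C; Detection: p-Nitrophenol epi absorbance; Read-out: % inhibition relative to enzyme-containing and enzyme-free wells; Replicates: single well per compound.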
UHRF1 MBD2 ctr = UHRF1 methylated DNA binding inhibitors, primary screen, counter-screen for MBD2 inhibitor project, biochemical, TR-FRET, human UHRF1, single concentration. E3 ubiquitin-protein ligase UHRF1 (Homo sapiens), Q96T88. UHRF1 binding to methylated oligo. inhibition, % at 4.4 µM. actives 0.75% (n = 370,000). AID 687016, 2013; in the data active = inhibition above about 21%;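 also: UHRF1 SRA domain binding a hemimethylated CpG hairpin DNA probe; 0% = median of test compound wells and 100% = reference inhibitor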
proKLK7 act = proKLK7 zymogen activators, primary screen, biochemical, fluorescence intensity; actives 0.9% (n = 370,000); purified proKLK7, EDANS-DABCYL substrate fluorescence; 100% is mature enzyme control, 0% vehicle; activation, % at 7 µM; Kallikrein-7 (Homo sapiens), P49862; AID 652039, 2013;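 active = activation above the mean of all tested compounds plus 3 SD, computed per campaign excluding outliers beyond control limits, cut at about 13% in these data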
PRMT1 FP inh = PRMT1 methyltransferase inhibitors, primary screen, biochemical, fluorescence polarization; Protein arginine N-methyltransferase 1 (Homo sapiens), Q99873; recombinant PRMT1, activity-based probe fluorescence polarization; inhibition, % at 2.79 µM; actives 1.3% (n = 370,000); AID 652257, 2013;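 active = inhibition above about 21% made by adding two undisclosed values, limit read from the data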
Tn6 DDE FP = inhibitors of Tn6 peptide binding to fibrin DD(E), primary screen, biochemical, fluorescence polarization, human fibrin, Tn6 probe; Fibrinogen beta chain (Homo sapiens), P02675; Fibrin DD(E) TRITC-Tn6 fluorescence polarization displacement; actives 0.21% (n = 370,000); inhibition, % at 8.3 µM; AID 720509, 2013;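 active = inhibition above a per-campaign cutoff: mean of compounds within control limits plus 3 SD, cut at about 15% in these data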;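 also: 0% = median of all compound wells on the plate and 100% = blocking peptide control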
LEDGF integ inh = blockers of LEDGF/p75-dependent integrase strand transfer – biochemical, TR-FRET, high throughput, primary screen | HIV-1 integrase (with human LEDGF/p75) | TR-FRET IN-LEDGF/p75 DNA integration, Eu/Cy5 | inhibition, % at 3.7 µM | actives 0.64% (n = 370,000);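 active = inhibition above the screen-wide mean plus 3 SD, cut at about 13% in these data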;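 also: signal is the Cy5 over europium emission ratio at 671 and 618 nm; 0% = plate median of compound wells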
Numbers without * were called inactive.

Screening O=CN1CCN(C(=O)c2ccccc2F)CC1 returned Tn7 DDE FP 2.8, TCR-CD3 inh 1.3, MBD2 inh 1.4, SIAE inh -5.0, TDP2 inh 9.1, UHRF1 MBD2 ctr -0.1, proKLK7 act 0.1, PRMT1 FP inh -0.6, Tn6 DDE FP -1.7 and LEDGF integ inh -0.4.
CC(C)(C)N1C(=O)c2ccccc2NC(=O)C1C(=O)NCCc1ccccc1F (centres undefined) was read as Tn7 DDE FP 1.2, TCR-CD3 inh -2.9, MBD2 inh 6.7, SIAE inh -2.2, TDP2 inh 4.0, UHRF1 MBD2 ctr 5.0, proKLK7 act 0.1, PRMT1 FP inh 5.7, Tn6 DDE FP 3.3 and LEDGF integ inh -0.7.
`O=C(CCSc1nnc(-c2ccncc2)o1)Nc1cccc2ccccc12` gave Tn7 DDE FP 3.0, TCR-CD3 inh -4.5, MBD2 inh -4.5, SIAE inh 6.7, TDP2 inh 5.6, UHRF1 MBD2 ctr -1.6, proKLK7 act 0.1, PRMT1 FP inh -1.8, Tn6 DDE FP -6.5 and LEDGF integ inh 1.7.
For O=C(CCCc1ccccc1)Nc1ccnn1C1CCN(Cc2ccccc2F)CC1 the results were Tn7 DDE FP -3.8, TCR-CD3 inh 2.4, MBD2 inh 0.0, SIAE inh -1.2, TDP2 inh -3.4, UHRF1 MBD2 ctr 0.5, proKLK7 act 0.4, PRMT1 FP inh 0.9, Tn6 DDE FP 1.5 and LEDGF integ inh 4.4.
COCCCNC(=S)N1CCCN(c2nc3c(C)c(C)ccc3cc2C#N)CC1 was read as Tn7 DDE FP 4.8, TCR-CD3 inh -5.4, MBD2 inh 0.8, SIAE inh -5.8, TDP2 inh -8.6, UHRF1 MBD2 ctr 4.6, proKLK7 act -0.9, PRMT1 FP inh 0.1, Tn6 DDE FP -10.4 and LEDGF integ inh -5.8.
For O=C(Nc1ccccc1Cl)NC1(C(=O)NCc2cccnc2)CCCCC1 the results were Tn7 DDE FP 1.9, TCR-CD3 inh 1.3, MBD2 inh 0.4, SIAE inh -3.4, TDP2 inh -3.3, UHRF1 MBD2 ctr 0.8, proKLK7 act 0.2, PRMT1 FP inh -0.5, Tn6 DDE FP 1.0 and LEDGF integ inh -6.9.
For N/C(=N\OC(=O)COc1ccc2ccccc2c1)c1cccnc1 the results were Tn7 DDE FP 2.1, TCR-CD3 inh 4.3, MBD2 inh 1.3, SIAE inh -2.2, TDP2 inh -1.1, UHRF1 MBD2 ctr 1.2, proKLK7 act -0.6, PRMT1 FP inh 2.2, Tn6 DDE FP -8.0 and LEDGF integ inh 0.0.
For COc1cc(OC)cc(-c2c(-c3cccs3)c3cc(-c4ccc(OC)c(OC)c4)ccc3n2C)c1 the results were Tn7 DDE FP -2.0, TCR-CD3 inh -6.5, MBD2 inh -0.5, SIAE inh -2.6, TDP2 inh -1.6, UHRF1 MBD2 ctr 0.7, proKLK7 act 10.4, PRMT1 FP inh 2.5, Tn6 DDE FP -6.0 and LEDGF integ inh 3.3.
For Cc1c(-c2ccc(Br)cc2)[n+](=O)c2c(n1[O-])CCCCC2 the results were Tn7 DDE FP -4.9, TCR-CD3 inh 3.5, MBD2 inh 5.6, SIAE inh -1.5, TDP2 inh -1.0, UHRF1 MBD2 ctr -1.5, proKLK7 act -0.1, PRMT1 FP inh -10.1, Tn6 DDE FP -2.4 and LEDGF integ inh 6.1.
Screening Cc1ccc(S(=O)(=O)NC(=O)c2ccc(-c3ccc(C)c4ccccc34)o2)cc1 returned Tn7 DDE FP -5.7, TCR-CD3 inh 2.0, MBD2 inh 0.6, SIAE inh -12.8, TDP2 inh 9.5, UHRF1 MBD2 ctr 13.8, proKLK7 act -18.5, PRMT1 FP inh 10.6, Tn6 DDE FP 3.1 and LEDGF integ inh 4.0.
For COc1ccc(/C(C)=N/NC(=S)NCCc2ccccc2)cc1 the results were Tn7 DDE FP 1.2, TCR-CD3 inh -0.9, MBD2 inh 1.5, SIAE inh 13.4, TDP2 inh 0.4, UHRF1 MBD2 ctr -1.1, proKLK7 act 0.2, PRMT1 FP inh -0.6, Tn6 DDE FP -6.5 and LEDGF integ inh 3.0.
For Cc1ccc(-c2csc3nc(SCC(=O)N(C)C)n(Cc4ccccc4)c(=O)c23)cc1 the results were Tn7 DDE FP 2.3, TCR-CD3 inh 2.4, MBD2 inh 1.7, SIAE inh -13.4, TDP2 inh 2.5, UHRF1 MBD2 ctr 5.4, proKLK7 act -0.2, PRMT1 FP inh 1.2, Tn6 DDE FP -2.4 and LEDGF integ inh -2.5.
Screening Cc1ccc2nsnc2c1S(=O)(=O)N1CCOCC1 returned Tn7 DDE FP 4.9, TCR-CD3 inh -1.3, MBD2 inh 1.2, SIAE inh -1.8, TDP2 inh 12.5, UHRF1 MBD2 ctr -1.6, proKLK7 act -0.1, PRMT1 FP inh 0.1, Tn6 DDE FP 3.6 and LEDGF integ inh -3.7.
Screening COc1ccc(N2C(=O)c3ccccc3NC2c2ccc(OC)c(COc3ccccn3)c2)cc1 (centres undefined) returned Tn7 DDE FP 0.1, TCR-CD3 inh 1.9, MBD2 inh -4.2, SIAE inh 1.3, TDP2 inh 3.1, UHRF1 MBD2 ctr -2.2, proKLK7 act 1.7, PRMT1 FP inh 0.3, Tn6 DDE FP -1.2 and LEDGF integ inh 0.7.
Screening COc1ccc(C(=O)OCCN=C2NS(=O)(=O)c3ccccc32)cc1OC returned Tn7 DDE FP -7.5, TCR-CD3 inh -1.6, MBD2 inh -1.7, SIAE inh -0.2, TDP2 inh -7.3, UHRF1 MBD2 ctr 1.7, proKLK7 act 0.1, PRMT1 FP inh 1.9, Tn6 DDE FP 2.1 and LEDGF integ inh 1.5.
Screening Cc1ccc(NC(=O)[C@H]2CC(=O)O[C@@H]2c2ccccc2)cc1C returned Tn7 DDE FP 3.5, MBD2 inh 6.8, SIAE inh -1.9, TDP2 inh -2.0, UHRF1 MBD2 ctr 3.9, proKLK7 act -0.4, PRMT1 FP inh 4.4, Tn6 DDE FP -3.0 and LEDGF integ inh -6.5.
CCC(C)NC(=O)Cn1c(=O)n(CCCCC(=O)NCc2ccco2)c(=O)c2ccccc21 (centres undefined) was read as Tn7 DDE FP 9.0, TCR-CD3 inh 5.5, MBD2 inh -5.3, SIAE inh 2.2, TDP2 inh 3.9, UHRF1 MBD2 ctr 1.5, proKLK7 act 0.7, PRMT1 FP inh 0.5, Tn6 DDE FP 0.8 and LEDGF integ inh -0.7.
`CC(=O)c1ccc(NC(=O)C2CCCNC2=O)cc1` (centres undefined) gave Tn7 DDE FP -4.9, TCR-CD3 inh -6.5, MBD2 inh 0.5, SIAE inh 1.1, TDP2 inh 6.1, UHRF1 MBD2 ctr -0.8, proKLK7 act -0.3, PRMT1 FP inh 1.0, Tn6 DDE FP 4.0 and LEDGF integ inh -2.7.
For CC(=O)Nc1ccc(-n2c(C)c(C(C)=O)c(C(C)=O)c2C)cc1 the results were Tn7 DDE FP 2.1, TCR-CD3 inh 1.5, MBD2 inh 1.6, SIAE inh 0.6, TDP2 inh 2.5, UHRF1 MBD2 ctr -1.1, proKLK7 act 0.0, PRMT1 FP inh -3.9, Tn6 DDE FP -2.2 and LEDGF integ inh 1.1.
Screening CCOC(=O)c1[nH]c(C)c(C(=O)Nc2ccc3c(c2)OCCO3)c1C returned Tn7 DDE FP 0.1, TCR-CD3 inh 3.8, MBD2 inh -0.6, SIAE inh -2.1, TDP2 inh 7.7, UHRF1 MBD2 ctr 0.7, proKLK7 act -0.2, PRMT1 FP inh -2.9, Tn6 DDE FP 3.4 and LEDGF integ inh 0.4.
Screening COc1ccc(CCNC(=O)c2cc3sc(Cl)cc3n2C)cc1OC returned Tn7 DDE FP 2.4, TCR-CD3 inh 2.4, MBD2 inh -2.1, SIAE inh -4.6, TDP2 inh 1.7, UHRF1 MBD2 ctr 0.1, proKLK7 act 0.1, PRMT1 FP inh -1.5, Tn6 DDE FP -2.2 and LEDGF integ inh -0.9.
Screening COc1ccc(Cn2cccc(NC(=O)Nc3cccc(OC)c3)c2=O)cc1 returned Tn7 DDE FP -3.8, TCR-CD3 inh 1.9, MBD2 inh -0.1, SIAE inh -5.4, TDP2 inh 8.5, UHRF1 MBD2 ctr 0.0, proKLK7 act -0.5, PRMT1 FP inh -5.0, Tn6 DDE FP -9.1 and LEDGF integ inh 2.2.
For COc1ccc(NC(=O)c2nc(C)c(C3(C)CC(c4cccnc4)=NO3)s2)cc1 (centres undefined) the results were Tn7 DDE FP -3.9, TCR-CD3 inh 0.3, MBD2 inh 0.2, SIAE inh -16.4, TDP2 inh -12.7, UHRF1 MBD2 ctr -2.6, proKLK7 act 1.0, PRMT1 FP inh -2.7, Tn6 DDE FP -6.6 and LEDGF integ inh 2.7.
Screening Cc1cccc(-n2c(C)nc3ccsc3c2=O)c1 returned Tn7 DDE FP 2.1, TCR-CD3 inh -0.8, MBD2 inh -4.4, SIAE inh 0.8, TDP2 inh 8.8, UHRF1 MBD2 ctr -1.0, proKLK7 act -0.1, PRMT1 FP inh -2.3, Tn6 DDE FP 10.8 and LEDGF integ inh -1.1.
NCC(O)(c1ccc(Cl)cc1)c1ccc(Cl)cc1 was read as Tn7 DDE FP -0.6, TCR-CD3 inh 9.5, MBD2 inh 2.0, SIAE inh -5.5, TDP2 inh -12.0, UHRF1 MBD2 ctr -1.3, proKLK7 act -0.3, PRMT1 FP inh -2.8, Tn6 DDE FP -9.7 and LEDGF integ inh 2.4.
For CC(C)Oc1ccc(CC(=O)NNC(=S)Nc2ccccc2)cc1 the results were Tn7 DDE FP 0.6, TCR-CD3 inh -9.0, MBD2 inh 1.2, SIAE inh 4.1, TDP2 inh -30.8, UHRF1 MBD2 ctr 0.4, proKLK7 act -1.9, PRMT1 FP inh -3.0, Tn6 DDE FP -1.5 and LEDGF integ inh 1.9.

Screening data from PubChem BioAssay.
